S3 lipid droplet: qHTS Assay for Lipid Storage Modulators in Drosophila S3 Cells. hit rate 0.64% among 320,000. Drosophila S3 cells, BODIPY lipid droplet fluorescence, 18-24 h; cells fed with added oleic acid. lipid storage change, negative = inhibition, % at the top dose, mostly 46.1 µM; hits show Potency in µM; active means well fitted inhibition curve with a large enough effect in the signal ratio, with a control signal flat, not every such curve was filed as active; inconclusive means small, poorly fitted or top-dose-only effect, or effect the other way, or a change in a side signal; the % refers to the signal ratio
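Drosophila S3 cells got compounds at several concentrations plus oleic acid (400 uM solution). Laser-scanning cytometry with 488 nm excitation read lipid droplets at 500-530 nm and cells at 575-640 nm. Percent activity was relative to 20 uM Triacsin C.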
S3 lipid droplet cell count max: recorded beside S3 lipid droplet, whose call it bears; cell number change, %; measured here: cell count max response;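 cells counted by Cell Tracker Red CMTPX staining in the red channel; peak over a dose series mostly up to 46.1 µM; percent activity relative to internal control wells on each plate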
Numbers without * were called inactive; i = inactive; ? = inconclusive; . = not tested or not shown; [ ] = remark or other dose. On the % scale 0 is the no-effect control and ±100 the full control effect; potency means the concentration at half of the fitted maximal effect. The list is partial; the hit share may differ from the screen's.

| S3 lipid droplet cell count max | S3 lipid droplet | structure |
| --- | --- | --- |
| . | ? | CC1(C)CC(=O)C2=C(C1)N(c1ccccc1)C(=O)C2(O)C(F)(F)F (stereo unspecified) |
| . | i | CCOC(=O)N1CCN(C(=O)COC(=O)C2CCN(S(=O)(=O)c3ccc(C)c(C)c3)CC2)CC1 |
| . | ? | COc1ccc(-c2cc(-c3ccccc3)nc(SCC(=O)Nc3ncc(C)s3)c2C#N)cc1 |
| 2.5 | -14.3% | O=C(Cc1ccccc1)NCC(=O)N/N=C/c1ccc(C(=O)O)cc1 |
| -3.0 | -7.8% | COc1cc(/C=N/S(=O)(=O)CCc2ccccc2)cc(OC)c1O |
| . | ? | CC(C)(C)C(=O)CN1CCN(C2c3ccccc3-c3ccccc32)CC1 |
| . | ? | COc1cccc(NS(=O)(=O)NC(=O)c2c(C)[nH]c3ccccc23)c1 |
| . | ? | O=C1C=CC(=O)N1CCNc1ncc(C(F)(F)F)cc1Cl |
| . | ? | COc1cccc(CN2CC(C(=O)NCCCc3ccncc3)CCC2=O)c1 (stereo unspecified) |
| 1.1 | -19.1% | COc1ccc(CC(=O)NC(C)(C)C)cc1S(=O)(=O)N1CCOCC1 |
| . | ? | O=C1CCc2cc(S(=O)(=O)NCc3ccc(F)cc3)cc3c2N1CC3 |
| -18.6 | 28.3% | CCN(C(=O)CSc1nc2cc(C(=O)OC)ccc2c(=O)n1Cc1ccco1)c1cccc(C)c1 |
| . | ? | CC1CCc2c(sc3ncn4c(SCC(=O)NCc5ccco5)nnc4c23)C1 (stereo unspecified) |
| 5.3 | 8.1%[9.22 µM] | COc1ccc(C2=NN(C(=O)COc3ncnc4ccccc34)C(c3ccco3)C2)cc1 (stereo unspecified) |
| . | ? | Fc1ccc(C2NC(=S)NC3=C2N2CCC3CC2)cc1 (stereo unspecified) |
| . | ? | NNCCc1ccccc1 |
| 8.0 | 1.0% | CN(C)CCCN(Cc1cc2cc3c(cc2[nH]c1=O)OCO3)C(=S)Nc1ccccc1 |
| . | ? | CN(CC(=O)Nc1ccccc1Br)C(=O)c1cc2c(s1)CCCCC2 |
| . | ? | COc1ccc(C(=O)NCCc2nnc(SCC(=O)Nc3ccccc3C(C)C)n2C)cc1 |
| . | ? | O=C(O)CCCNS(=O)(=O)c1ccc(NCc2ccccc2)c(C(=O)O)c1 |
| 5.2 | -15.4% | Cc1cc(NC(=O)c2ccc(S(=O)(=O)Nc3ccccc3)cc2)no1 |
| 25.0 | -4.5% | COc1cccc(CN(C)S(=O)(=O)c2c(C)noc2C)c1OC |
| . | ? | COCCNS(=O)(=O)c1cc(OC)c(C)cc1C |
| . | ? | Cc1ccc(NC(=O)CN(C)C(=S)NC2CC2)cc1 |
| 12.0 | 91.2% | COc1ccc(-c2ccc(CNCc3ccccn3)o2)cc1Cl |
| 1.5 | 10.9% | Cn1cccc1CC(=O)NNC(=S)Nc1ccc(Cl)cc1Cl |
| . | ? | CC(C)(C)NC(=O)COC(=O)c1ccccc1NC(=O)c1ccco1 |
| 6.9 | 0.6% | N#Cc1cnn2cc(CCN3CCOCC3)c(-c3ccc(F)cc3)nc12 |
| 1.0 | -9.1% | COc1ccc(N(CC(=O)N2CCN(Cc3ccccc3)CC2)S(C)(=O)=O)c(OC)c1 |
| -0.3 | 18.5% | CSCC[C@H](NC(=O)c1cc([N+](=O)[O-])ccc1Cl)c1nc2ccccc2[nH]1 |

Two records picked at random from the list so far:
| S3 lipid droplet cell count max | S3 lipid droplet | structure |
| --- | --- | --- |
| 1.5 | 10.9% | Cn1cccc1CC(=O)NNC(=S)Nc1ccc(Cl)cc1Cl |
| . | ? | COc1cccc(CN2CC(C(=O)NCCCc3ccncc3)CCC2=O)c1 (stereo unspecified) |

More structures.
| S3 lipid droplet cell count max | S3 lipid droplet | structure |
| --- | --- | --- |
| -9.7 | 6.7% | CCCC(C)NC(=S)Nc1cc(C)cc(C)c1 (stereo unspecified) |
| 0.8 | 2.7% | Cc1c(NC(=O)Nc2ccc(C#N)cc2)c(=O)n(-c2ccccc2)n1C |
| . | ? | CC(C)c1[nH]nc2c1C(c1ccco1)C(C#N)=C(N)O2 (stereo unspecified) |
| -4.0 | -2.8% | CC1CC[C@@]2(OC1)O[C@H]1CC3[C@@H]4C[C@@H](O)[C@@]5(O)C[C@@H](O)[C@H](O)C[C@]5(C)[C@H]4CC[C@]3(C)[C@H]1[C@@H]2C (stereo partly specified) |
| 9.9 | -0.7% | Cc1cccc(C(=O)Nc2ccc(N3CCN(c4ccc(C(F)(F)F)cn4)CC3)nc2)c1 |
| . | ? | O=C(c1ccc(Cn2c(=S)[nH]c3ccc(N4CCOCC4)cc3c2=O)cc1)N1CCN(c2ccc(F)cc2)CC1 |
| -13.2 | 10.9% | CCCCn1c(N)c(N(CC)C(=O)c2ccc3c(c2)S(=O)(=O)c2ccccc2C3=O)c(=O)[nH]c1=O |
| . | ? | Cn1c(-c2ccsc2)c(-c2cccs2)c2cc(-c3ccc4[nH]ccc4c3)ccc21 |
| . | ? | CCCCN(C(=O)c1cc(CC)c(C)s1)c1c(N)n(CCC)c(=O)[nH]c1=O |
| -0.3 | -6.6% | O=C(O)C(Cc1cc2ccccc2[nH]1)N1C(=O)C2CC=C(Cl)CC2C1=O (stereo unspecified) |
| . | ? | CC(Oc1ccc(Cl)cc1)C(=O)NCC1CCCO1 (stereo unspecified) |
| . | ? | O=S(=O)(c1ccc(Br)cc1)N1CCCN(Cc2cccc(F)c2)CC1 |
| 1.8 | -12.1% | COC(=O)c1ccc(Nc2cc(C)nc3ccccc23)cc1 |
| 4.1 | 3.3% | Fc1ccc(-n2nnc(-c3nccs3)n2)cc1 |
| -8.2 | -8.2% | CC1Cc2nc(SCC(=O)Nc3ccc(F)cc3)n(C)c(=O)c2S1 (stereo unspecified) |
| -10.9 | -11.9% | CCOC(=O)c1c2c(c(=S)n(-c3ccccc3)c1N)CCC2 |
| -24.0 | 1.2% | CC(NC(=O)C(c1ccccc1)c1ccccc1)C(=O)N1CCCCC1 (stereo unspecified) |
| . | ? | CCOc1ccc(S(=O)(=O)N(CC)CC)cc1N |
| . | ? | Cc1ccc(N(CCC#N)C(=O)CCl)cc1C |
| 17.0 | -3.9% | CC(C)(C)C(CN1CCCC1)OC(=O)c1ccccc1 (stereo unspecified) |
| . | ? | CC(=O)Nc1cccc(-c2csc(Nc3cccc(C)n3)n2)c1 |
| . | ? | O=C(COC(=O)C1(c2ccccc2F)CCCC1)NCc1ccc2c(c1)OCO2 |
| -10.4 | -18.3% | Cc1c(C(=O)Nc2nc3ccccc3[nH]2)oc2ccccc12 |
| . | ? | c1ccc(Oc2cccc(OCCn3cncn3)c2)cc1 |
| 7.6 | -5.4% | Cc1cccc(-c2nc(CSCC(=O)NCCCN3CCOCC3)c(C)o2)c1 |
| . | ? | CC(OC(=O)C1CCN(S(=O)(=O)c2ccc(Cl)cc2)CC1)C(=O)N1CCc2ccccc21 (stereo unspecified) |
| . | ? | CCCN(CCC)S(=O)(=O)c1ccc(C(=O)NCc2ccco2)cc1 |
| 1.1 | 10.5% | N#Cc1ccccc1OCC(O)CS(=O)(=O)c1ccccc1 (stereo unspecified) |
| 0.4 | -24.4% | CC1NC(=O)c2ccccc2-n2c1nc1cc(F)ccc1c2=O (stereo unspecified) |
| . | ? | Cc1ccc(S(=O)(=O)Nc2c(NC3CCCCC3)c3ccccc3oc2=O)c(C)c1 |

Some values from above.
O=C(O)C(Cc1cc2ccccc2[nH]1)N1C(=O)C2CC=C(Cl)CC2C1=O (stereo unspecified) – S3 lipid droplet: -6.6%
COc1ccc(N(CC(=O)N2CCN(Cc3ccccc3)CC2)S(C)(=O)=O)c(OC)c1 – S3 lipid droplet: -9.1%
O=C(Cc1ccccc1)NCC(=O)N/N=C/c1ccc(C(=O)O)cc1 – S3 lipid droplet cell count max: 2.5

New compounds follow
| S3 lipid droplet cell count max | S3 lipid droplet | structure |
| --- | --- | --- |
| 5.1 | i | Cc1ccsc1-c1nc(CN2CCN(C)C(=O)[C@@H]2C)c(C)o1 |
| 21.2 | 3.3% | COc1cccc(Nc2nnc(SCC3CCCCO3)s2)c1 (stereo unspecified) |
| . | ? | CCOC(=O)C1=C(C)Nc2nc(SCC)[nH]c(=O)c2C1c1ccncc1 (stereo unspecified) |
| . | ? | NC(=O)c1cc(-c2ccccc2)nc(N2CCOCC2)n1 |
| -1.3 | -24.9% | Cc1cccc(-c2cc(C(=O)Nc3ccc4c(c3)OCCO4)c3ccccc3n2)c1 |
| . | ? | Cc1ccc(Sc2cc(C(F)(F)F)nc(N(C)C)n2)cc1 |
| . | ? | CCC(NC(=S)NC1CCCCC1)c1ccc(C)cc1 (stereo unspecified) |
| . | ? | Cc1cc(OCC(=O)Nc2ccccc2N2CCCC2)ccc1C(C)C |
| . | ? | Cc1n[nH]c(=O)nc1Nc1ccc(O)cc1 |
| . | ? | Cc1cc(C)cc(-n2c(C)cc(/C=N/NC(=O)CSc3ncccn3)c2C)c1 |
| -1.0 | 6.4% | COCCN(CCOC)c1ncnc2c1cnn2-c1ccccc1 |
| -5.7 | -14.6% | S=c1[nH]nc(-c2c[nH]c3ccccc23)o1 |
| . | ? | C/C(=N\NC(=O)c1ccc(Br)cc1)C1C(=O)c2ccccc2C1=O |
| . | ? | O=C(Cn1ncnn1)OCc1ccccc1Cl |
| . | ? | N#Cc1nc(Cc2cccc3ccccc23)oc1NCC1CCCO1 (stereo unspecified) |
| . | ? | Cc1c(S(=O)(=O)NC2CCCCC2)c(=O)n(C)c(=O)n1C |
| . | ? | COc1cc(-c2noc(CCC(N)=O)n2)cc(OC)c1OC |
| 5.1 | 10.2% | CN(C)CCCNc1cc(Cl)c(S(=O)(=O)N2CCCCC2)cc1C(=O)O |
| -4.8 | 27.7% | Cc1c(-c2ccc(F)cc2)nc(N)c(C#N)c1-c1cccnc1 |
| . | ? | COc1nc(Cl)cn(-c2ccc(C)cc2)c1=O |
| -4.6 | -4.7% | C/C(=N\Nc1nc2c(s1)CCCC2)c1ccc(Cl)cc1 |
| -14.6 | 11.5% | COc1ccc(CCNC(=O)Cn2cnc3sc(C)c(-c4ccc(F)cc4)c3c2=O)cc1OC |
| . | ? | COC(=O)c1ccc(CN2CCCC(C(=O)Nc3ccc(-c4ccn[nH]4)cc3)C2)cc1 (stereo unspecified) |
| . | ? | CCOC(=O)c1oc2ccccc2c1NC(=O)c1ccc2c(c1)OCO2 |
| . | ? | CCN(CC)CCCNC(=O)N[C@@H](Cc1ccccc1)C(=O)O |
| 10.2 | 10.0% | O=c1c2ccccc2nnn1Cc1ccc2ccccc2c1 |
| . | ? | COc1ccc(Cl)cc1S(=O)(=O)NC(C)C(=O)NCc1ccc2c(c1)OCO2 (stereo unspecified) |
| . | ? | CCOC(=O)c1c(C)[nH]c(C)c1C(=O)COC(=O)/C=C/c1cccc(Cl)c1 |
| . | ? | O=C(NC1CC2CCCC(C1)N2C(=O)NC1CCCCC1)c1ccc(F)cc1 (stereo unspecified) |
| -6.9 | 1.8% | N#Cc1cc(C(=O)c2cc(F)ccc2O)cn(Cc2ccccc2)c1=O |

Not a retest: an excerpt of the list.
| S3 lipid droplet cell count max | S3 lipid droplet | structure |
| --- | --- | --- |
| . | ? | CCOC(=O)c1c(C)[nH]c(C)c1C(=O)COC(=O)/C=C/c1cccc(Cl)c1 |
| . | ? | O=C(NC1CC2CCCC(C1)N2C(=O)NC1CCCCC1)c1ccc(F)cc1 (stereo unspecified) |
| -6.9 | 1.8% | N#Cc1cc(C(=O)c2cc(F)ccc2O)cn(Cc2ccccc2)c1=O |

(further entries)
| S3 lipid droplet cell count max | S3 lipid droplet | structure |
| --- | --- | --- |
| -0.9 | -3.2% | O=c1c(S(=O)(=O)c2ccc(Cl)cc2)cn(Cc2ccccc2F)c2ccc(F)cc12 |
| 11.8 | 11.3% | Fc1ccccc1-c1nc2ncccc2o1 |
| . | ? | CC1OC(OC2C(OC3C(O[C@H]4CC[C@]5(C)C6C=C[C@]78OC[C@@]9(CC[C@@H](C)[C@H](C)C97)[C@H](O)C[C@@]8(C)[C@]6(C)CC[C@H]5C4(C)C)OC(C)C(O)C3O)OC(CO)C(O)C2O)C(O)C(O)C1O (stereo partly specified) |
| 0.3 | -21.6% | COCCCNC(=O)C12CCC(C)(C(=O)C1)C2(C)C (stereo unspecified) |
| . | ? | C=CCc1c(NCCO)nc(C)[nH]c1=O |
| . | ? | CC1CCCCN1c1ncnc(N)c1[N+](=O)[O-] (stereo unspecified) |
| . | ? | Cc1ccc(C)c(S(=O)(=O)N2CCCC2CNC(=O)C(=O)NC2CC2)c1 (stereo unspecified) |
| . | ? | COc1ccc(/C=C2\N=C(C)N(c3ccc(C(=O)O)cc3)C2=O)cc1OC |
| . | i | COc1ccc(OCc2nc3ccccc3[nH]2)cc1 |
| . | ? | Cc1ccc(S(=O)(=O)N2CCN(C(=O)c3cc(C4CC4)nc4c3cnn4C(C)C)CC2)cc1 |
| 9.5 | 6.3% | CCOC(=O)C(=NC1CCS(=O)(=O)C1)NNc1ccccc1Cl (stereo unspecified) |
| -3.9 | i | CCOC(=O)C1CCN(C(=S)NC(=O)c2cccs2)CC1 |
| . | ? | CCCN(CC(=O)Nc1ccccc1C)C(=O)c1ccc(N2CCOCC2)c([N+](=O)[O-])c1 |
| -5.4 | 25.2% | COc1ccccc1C1CC(c2ccc(Cl)cc2)Nc2nc(N)nn21 (stereo unspecified) |
| -8.5 | -9.9% | O=C(CSc1ccc(-c2cccc([N+](=O)[O-])c2)nn1)NC1CCCC1 |
| 21.3 | 6.9% | COCCCNc1nc2c(c(=O)n(Cc3ccc(F)cc3)c(=O)n2C)n1C |
| 14.6 | -5.1% | Cc1ccsc1/C=N/NC(=O)c1ccc(Cn2cc(Br)cn2)o1 |
| -7.2 | -6.0% | Cc1ccc(CN2CCN(Cc3cn(C)nc3-c3ccccc3)CC2CCO)o1 (stereo unspecified) |
| -2.6 | -7.0% | C/C(O)=C\c1nc2ccccc2oc1=O |

From PubChem
